# Bioassay records deposited in PubChem by Broad Institute.
# FN deposit inh: fibronectin deposition inhibition; AID 743247; AH1F fibroblasts, Alexa488-fibronectin deposition fluorescence, overnight; actives 0.086% (n = 350,000); inhibition, % at 12.6 µM;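 active = mean inhibition across replicates of 30% or more, regardless of how many single replicates reach that level; inconclusive = mean under 30% yet at least half of replicates reach 30%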;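 note: positive control wells lacked labelled fibronectin entirely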
#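 Assay system: AH1F fibroblasts assembling fluorescent fibronectin matrix; Amount: 10000 AH1F cells per well; Buffer or medium: DMEM, 2% serum; Probe or stimulus: Alexa488-fibronectin, 24 nM final in well; Doses: single compound dose, delivered by pin transfer; Incubation: 1 h adhesion, overnight exposure; Measured by: fluorescence 485/525 nm; Read-out: fibronectin deposition inhibition.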
# S100A4 inh HTS: S100A4-myosin IIA interaction inhibition. inhibition, % at 10.7 µM. P26447. S100A4/TAMRA-MyoIIA peptide fluorescence polarization. actives 0.14% (n = 360,000);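 active = mean inhibition of at least 70% across replicates, with every replicate also reaching that level; inconclusive = mean inhibition reaches 70% but some replicates fall short; inactive = mean inhibition below 70%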
# Target sequence (P26447 whole entry, looked up): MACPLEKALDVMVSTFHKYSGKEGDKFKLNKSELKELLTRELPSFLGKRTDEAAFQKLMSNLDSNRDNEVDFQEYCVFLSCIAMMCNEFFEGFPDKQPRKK
#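 Material: S100A4 monomer (human). Medium: Calcium-containing HEPES buffer, pH 7.2. Probe or stimulus: labelled myosin peptide probe, 5 nM. Compound dosing: one concentration per compound. Timing: polarization read 5 min after assay mix addition, stable 5–60 min. Benchmarks: DMSO as neutral control, TFP as positive control.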
# LGR2 inh: Drosophila LGR2 receptor signaling inhibition; HEK293 LGR2, CRE-luciferase, bursicon-stimulated, 4 h; inhibition, % at 9.99 µM; actives 0.35% (n = 380,000); AID 720647;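 active = drop in luminescence signal, shown as inhibition above about 50% in the replicate tests, limit read from the data, passing the limit was not always enough; inconclusive = probably only some replicates passing the limit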;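 note: agonist challenge used bursicon conditioned medium at about half maximal strength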
# SIRT5 inh: sirtuin-5 (human) deacylase inhibition; Q9NXA8; Purified SirT5, succinyl-peptide AMC, trypsin-coupled fluorescence; inhibition, % at 15 µM; actives 1.1% (n = 330,000); in the data active = inhibition above about 15%; inconclusive = no clear call, values can overlap the other calls
# Target sequence (Q9NXA8 whole entry, looked up): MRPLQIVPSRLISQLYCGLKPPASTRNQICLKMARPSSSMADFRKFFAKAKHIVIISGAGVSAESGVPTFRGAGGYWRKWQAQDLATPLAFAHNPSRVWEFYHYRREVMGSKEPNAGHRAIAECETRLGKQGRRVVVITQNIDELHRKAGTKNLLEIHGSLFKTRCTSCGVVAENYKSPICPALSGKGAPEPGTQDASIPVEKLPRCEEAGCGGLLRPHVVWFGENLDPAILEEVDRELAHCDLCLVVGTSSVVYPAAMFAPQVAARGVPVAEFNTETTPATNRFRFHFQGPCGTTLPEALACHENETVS
# CASP6 VEID inh: blocks human caspase-6 cleavage activity. P55212. purified caspase-6, Z-VEID-R110 cleavage fluorescence. inhibition, % at 12.5 µM. actives 0.53% (n = 350,000);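 active = mean inhibition across replicates at least about 35%, with every replicate also reaching that limit, limit read from the data; inconclusive = only one of the two criteria met; inactive = neither criterion met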;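 note: 0% = median of neutral control wells and 100% = no fluorescence left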
# Target sequence (P55212 24-179 limits assumed): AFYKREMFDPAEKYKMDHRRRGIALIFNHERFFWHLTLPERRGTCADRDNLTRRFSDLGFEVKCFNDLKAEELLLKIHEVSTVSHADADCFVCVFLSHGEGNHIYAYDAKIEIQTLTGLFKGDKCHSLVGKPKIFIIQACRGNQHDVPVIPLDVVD
# Target sequence (P55212 194-293 limits assumed): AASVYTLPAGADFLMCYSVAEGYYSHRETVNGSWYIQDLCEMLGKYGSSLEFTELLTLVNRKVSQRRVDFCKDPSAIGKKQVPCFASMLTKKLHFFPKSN
# esBAF inh: blocks esBAF chromatin remodeling in mouse ES cells; Bmi1-luciferase knock-in reporter, 24 h; 100% = twice the neutral-well signal; AID 602393; actives 2% (n = 350,000); reporter increase, % at 12.5 µM; in the data active = activation above about 40%; inconclusive = no clear call, values can overlap the other calls;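 note: 0% = median of the plate's neutral control wells and 100% = double that signal; a rise in the Bmi1 reporter signal indicates esBAF inhibition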
# C2C12 statin: suppression of simvastatin myotoxicity; rescue of ATP level, % at 7.49 µM; C2C12 myotubes + simvastatin, ATP luminescence, 48 h; scaled: DMSO 0, geranylgeraniol control 100; actives 0.78% (n = 330,000);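 active = mean ATP rescue above about 67%, or every replicate alone reaching that limit, limit read from the data, passing the limit was not always enough; inconclusive = no clear call, values can overlap the other calls; inactive = mean under the limit and some replicate under it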;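 note: myotubes were challenged with 10 µM simvastatin during compound exposure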
# The depositor's hits bear a star; ? = inconclusive; . = no result given. Only part of the results is shown; rates above refer to the full screens.
smiles	C2C12 statin	SIRT5 inh	LGR2 inh	esBAF inh	S100A4 inh HTS	FN deposit inh	CASP6 VEID inh
CCCS(=O)(=O)N1CCCC(C(=O)NCC(OC)OC)C1 (configuration not stated)	.	-2	-3	.	11	-8	0
C[C@@H]1CCCCO[C@H](CN(C)C(=O)CCCN(C)C)[C@@H](C)CN([C@H](C)CO)C(=O)c2cc(NC(=O)Nc3ccccc3)ccc2O1	.	-7	5	1	-28	-7	0
CC(C)c1nnc(NC(=O)C2CCN(C(=O)c3ccco3)CC2)s1	?	-4	5	2	-2	-1	1
CCOC(=O)C(Cc1ccccc1)C(=O)NCc1cccnc1 (configuration not stated)	18	1	11	-7	-6	-2	1
Cc1noc(C)c1S(=O)(=O)Nc1ccc2c(c1)C(=O)N([C@H](C)CO)C[C@@H](C)[C@@H](CN(C)S(=O)(=O)c1ccc(F)cc1)O2	3	-2	2	0	-22	.	29
Cc1cc(O)cc(C)c1Cl	-8	-5	0	-1	-1	-5	5
COCC(=O)N1[C@@H](CO)[C@@H](c2ccccc2)C12CN(C(=O)c1cccc(F)c1)C2	.	-1	3	.	2	.	-1
Cc1ccc(N2C(=O)C3NN=C(C(=O)OCc4ccccc4)C3C2=O)c(C)c1 (configuration not stated)	-8	-1	19	-3	-2	3	-3
CN(C)CC(=O)N1[C@H](C#N)[C@@H](c2ccc(-c3cccc(C(=O)N(C)C)c3)cc2)[C@H]1CO	-14	-1	-7	0	0	-2	1
COc1cccc(CC(=O)OCC(=O)NC2(C#N)CCCCC2)c1	-1	-2	-9	-1	-7	-2	1
CCOC(=O)N1CCC(NCCNC(=O)c2ccc(Cl)cc2)CC1	0	.	.	-1	.	-6	.
Cc1cc(N2CCN(C)CC2)nc2ccc(NC(=S)N3CCN(c4ccc(F)cc4)CC3)cc12	17	-6	-15	-8	-2	5	-29
COc1ccc(N2CCN(CCCNC(=O)c3cc4sccc4n3C)CC2)cc1	1	0	6	-2	5	.	-8
COc1cc(C2CC(=O)Oc3c2c(=O)n(C)c2ccccc32)cc(OC)c1OC (configuration not stated)	.	0	19	.	-3	.	2
O=C(CSc1nnc(SCc2ccccc2)s1)N/N=C/c1c[nH]c2ccccc12	.	-2	-16	.	10	-6	5
CSc1ccccc1Sc1cc(C(=O)O)c2ccccc2n1	2	.	-1	4	.	0	.
Cc1cccc(C)c1-n1nnnc1C(c1ccccc1OC(F)(F)F)N1CCN(C/C=C/c2ccccc2)CC1 (configuration not stated)	0	0	4	-11	0	.	-3
CO[C@@H]1CN(C)C(=O)c2cc(NC(=O)c3nc4ccccc4s3)ccc2OC[C@@H](C)N(Cc2ccncc2)C[C@@H]1C	6	3	.	10	3	.	0
Cc1n[nH]c(=O)c2c(NC(=O)COC(=O)c3ncc(Cl)c(Cl)c3Cl)oc(C)c12	-4	0	17	0	-4	5	4
CCn1cc(C(=O)NCCO)c(=O)c2cc(F)c(N3CCN(C)CC3)cc21	-4	-3	11	0	-1	5	0
CCOC(=O)C1CCN(C(=O)c2ccc3c(c2)C(=O)N(c2ccccc2C)C3=O)CC1	12	-1	0	-6	-11	-2	4
Cc1ccc(S(=O)(=O)N2CC[C@H]3[C@H](CO)Nc4ccc(-c5ccccc5F)cc4[C@H]32)cc1	14	5	-2	-4	-1	13	-3
Cc1nc(SCC(=O)O)c(C#N)c(C)c1CC(=O)c1ccccc1	.	-1	-12	.	-4	-13	1
CCOc1ccc(NC(=S)Nc2cc(OC)c(Cl)cc2OC)cc1	.	.	-12	.	7	4	1
O=C1OCC(CO)(CO)N=C1NNc1ccccc1Cl	13	-11	-12	14	-4	.	-2
COc1ccc(S(=O)(=O)Nc2ccc3c(c2)CC(=O)N([C@H](C)CO)C[C@H](C)[C@@H](CN(C)S(=O)(=O)c2cn(C)cn2)O3)cc1	13	-2	-17	-6	-2	-3	.
CC(=O)Oc1ccc(Cn2c(C)c(C(=O)NCCC#N)sc2=O)cc1	-4	.	1	-1	9	6	-1
Clc1ccc(OCCOCCNCc2ccccc2)cc1Cl	-4	-1	3	-3	6	0	-5
CCCNC(=O)C[C@@H]1CC[C@H]2[C@H](COc3ccc(NC(=O)c4ccc(Cl)cc4)cc3C(=O)N2C)O1	-7	-8	-14	9	0	5	1
CC(=O)c1sc(N2CCOCC2)nc1-c1ccccc1	5	-7	11	-5	2	-12	-2
COc1ccc([C@@H]2CC=C(C(=O)O)[C@H](c3cccc(Cl)c3)N2S(=O)(=O)c2ccc(Cl)cc2)cc1	-10	.	25	-4	-5	13	6
O=C(Nc1ccc([N+](=O)[O-])cc1)OCCc1ccccn1	3	1	-25	33	-2	10	-3
C[C@H]1CN([C@@H](C)CO)C(=O)Cc2cc(NC(=O)Nc3ccc(F)cc3)ccc2O[C@@H]1CN(C)C(=O)Nc1ccc2c(c1)OCO2	-5	-4	5	-1	4	-4	2
COc1ccc2c(c1)N(C)/C(=C1/SC(=S)N(NC(C)=O)C1=O)S2	-21	4	-8	3	-6	0	-2
O=C(O)c1c2c(nc3ccccc13)-c1ccccc1CC2	.	0	-1	.	3	2	2
CN(C1CCS(=O)(=O)C1)S(=O)(=O)c1ccccc1[N+](=O)[O-] (configuration not stated)	-8	-2	-2	6	3	.	5
CCOC(=O)C1CCCN(C2=NC(=O)/C(=C/c3ccc(O)c(OCC)c3)S2)C1 (configuration not stated)	-15	-3	-13	-4	4	7	3
O=C(C[C@@H]1CC[C@H]2[C@@H](COC[C@H](O)CN2C(=O)c2ccncc2)O1)NC1Cc2ccccc2C1	8	-2	7	2	2	0	-1
CCCNC(=O)C[C@H]1CC[C@H]2[C@H](COc3ccc(NC(=O)Nc4c(C)noc4C)cc3C(=O)N2C)O1	5	-3	8	-8	19	-39	-2
O=[N+]([O-])c1ccc(N2CCN(S(=O)(=O)c3ccccc3[N+](=O)[O-])CC2)cc1N1CCc2ccccc2C1	-3	-10	.	-4	13	5	-1
Cc1cccc(N2CCN(C(=O)COc3ccc4ccc(=O)oc4c3)CC2)c1C	-1	6	2	-2	-5	0	3
CCOc1ccc(C(=O)Nc2nnc(S(=O)(=O)N(C)Cc3ccco3)s2)cc1	-3	-1	-5	23	-1	-3	3
N#C/C(=C\c1ccc(Sc2ccc(Cl)cc2)o1)c1nc2ccccc2[nH]1	.	-2	4	.	1	4	-2
O=C(COC(=O)CCC(=O)c1cccs1)NCc1ccco1	-6	.	0	0	.	.	.
O=C(Nc1ccccc1C(=O)O)c1cccc(C(=O)Nc2ccccc2C(=O)O)c1	6	2	10	4	-6	-1	2
C[C@H]1CCCCO[C@H](CN(C)S(=O)(=O)c2ccc(Cl)cc2)[C@@H](C)CN([C@@H](C)CO)C(=O)c2cc(NC(=O)c3ccccc3)ccc2O1	.	-11	21	6	21	.	-1
CN(CCc1ccccn1)C(=O)CCC1CCCN(Cc2ccccc2OC(F)F)C1 (configuration not stated)	.	2	3	.	-5	.	-5
C[C@@H](NC(=O)[C@H]1[C@H](CO)[C@H]2Cn3c(cccc3=O)[C@H]2N1CC1CCCC1)c1ccccc1	16	0	7	-3	6	-2	1
CC(C)NC(=O)N(C)C[C@H]1Oc2ccc(NS(=O)(=O)c3ccccc3)cc2C(=O)N([C@H](C)CO)C[C@@H]1C	6	-3	19	-3	-8	4	-2
CCN1C(=O)c2ccc(C(=O)Nc3ncc(C)s3)cc2C1=O	.	0	-20	.	-20	.	.
CC(C)C(=O)NC(NC(=O)C(C)C)c1ccc([N+](=O)[O-])cc1	.	15	-5	.	-17	-8	-2
O=C(c1ccc(S(=O)(=O)NCc2ccco2)cc1)N1CCN(Cc2ccccc2)CC1	.	-5	-11	.	-3	12	1
NNC(=O)c1csc(-c2cccc(C(F)(F)F)c2)n1	.	-5	2	.	1	4	1
Cc1nn(C)c(C(=O)NNC(=S)Nc2ccc(F)cc2)c1[N+](=O)[O-]	44	.	2	-5	.	1	.
Cc1cc(NC(=O)CSc2nnc(C)n2-c2ccccc2)no1	.	2	4	.	-2	7	-1
Nc1cc(-c2ccc(OC(F)(F)F)cc2)nn1-c1ccc(Cl)c(Cl)c1	.	-1	.	.	-1	0	6

# Carrying on:
smiles	C2C12 statin	SIRT5 inh	LGR2 inh	esBAF inh	S100A4 inh HTS	FN deposit inh	CASP6 VEID inh
COc1ccccc1NC(=S)N1CC(C)OC(C)C1 (configuration not stated)	.	2	-7	.	2	-2	1
C[C@H](CO)N1C[C@H](C)[C@@H](CN(C)CC2CC2)OCCCC[C@H](C)Oc2ccc(NC(=O)CCCCCC(=O)Nc3ccccc3N)cc2C1=O	.	.	-7	7	.	2	.
Cc1ccc(-n2cc3ccc([N+](=O)[O-])cc3n2)cc1	-9	.	.	-4	.	-8	.
CN1CCN(C(=O)C[C@@H]2CC[C@H]3[C@@H](COC[C@@H](O)CN3CC3CCCC3)O2)CC1	.	-3	-2	.	12	0	-1
CCc1nnc(NC(=O)CSc2nc(SC)ns2)s1	.	-2	-24	.	7	-1	-4
Cn1c(-c2ccc(F)cc2)cnc1NCc1ccc(F)cc1F	2	.	8	7	1	0	-2
COc1cccc(-c2ccc(C3[C@@H]4CN(C(=O)c5ccc(F)cc5)C[C@H]3N4)cc2)c1 (some centres not stated)	.	0	-7	.	3	1	3
COc1cc(SC)ccc1C(=O)OCC(=O)NCC(C)C	.	-1	-16	.	0	0	5
O=[N+]([O-])c1cc2ccccc2c(O)c1O	.	3	.	.	11	11	41*
CN(C)C(=O)[C@H]1[C@H](CO)[C@H]2Cn3c(ccc(-c4ccccc4)c3=O)[C@H]2N1CCC(F)(F)F	-36	5	3	-9	58	-2	2
COc1ccc(Br)cc1C(=O)CCC(=O)OCC(=O)Nc1cc(C(N)=O)cc(C(N)=O)c1	2	-4	9	-16	-5	-2	2
COc1ccc(CCN2C(=O)CC(C(N)=O)SC2=Nc2ccccc2)cc1OC (configuration not stated)	6	0	0	-4	-4	.	5
CCC(=O)N(C)C[C@H]1Oc2ncc(-c3ccccc3C)cc2C(=O)N([C@H](C)CO)C[C@@H]1C	-12	-1	-11	3	-13	-3	0
CCCNC(=O)/C(C#N)=C1\N=C(NC(=O)c2ccco2)c2ccccc21	1	-2	-4	4	-20	-4	-1
COc1cnn(-c2ccc(C)cc2)c(=O)c1SCc1ccccc1	0	.	-37	-13	.	.	.
CN(C)CCCNC(=O)[C@H]1[C@H](CO)[C@H]2Cn3c(cccc3=O)[C@@H]1N2CC1CC1	9	0	6	-1	1	.	1

# One compound at a time (already shown):
# Results for O=[N+]([O-])c1cc2ccccc2c(O)c1O = C2C12 statin = .; SIRT5 inh = 3; LGR2 inh = .; esBAF inh = .; S100A4 inh HTS = 11; FN deposit inh = 11; CASP6 VEID inh = 41*
# Results for COc1ccc(Br)cc1C(=O)CCC(=O)OCC(=O)Nc1cc(C(N)=O)cc(C(N)=O)c1 = C2C12 statin = 2; SIRT5 inh = -4; LGR2 inh = 9; esBAF inh = -16; S100A4 inh HTS = -5; FN deposit inh = -2; CASP6 VEID inh = 2
